Hsp70 activator = Hsp70 transcriptional activation, primary screen. HeLa Hsp70 promoter luciferase reporter, luminescence; scaled: vehicle 0, proteasome-inhibitor control 100%. activation, % at 10 µM. 0.04% of 200,000 active;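 active means activation above the mean across all tested compounds plus 3 SD, cutoff set per campaign, cut at about 5.5% in these data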;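 further: 100% = MG132 at 30 µM as the positive control and 0% = DMSO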
Redox H2O2 prof = compounds producing H2O2 with reducing agent – biochemical, NIH compound library profiling, artefact control for MLSCN library redox annotation, primary screen. DTT-dependent redox cycling H2O2, phenol red/HRP absorbance; 100% = 100 µM peroxide control, 0% = buffer. activation, % at 10 µM. 0.03% of 200,000 active;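 active means activation of at least 50% relative to the plate's high and low controls in the primary single-dose screen; inactive means activation below 50%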;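 further: compound incubated with DTT at 0.8 mM final as the reducing agent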
TNAP inh hi DEA = inhibitors of human TNAP at high phosphate acceptor concentration; AID 1135; P05186; 0.03% of 200,000 active; inhibition, % at 20 µM; purified TNAP, CDP-star luminescence, 1 M DEA;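 active means over 50% inhibition of tissue-nonspecific alkaline phosphatase at 20 µM in the single-dose screen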;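 further: plate controls were DMSO wells for no effect and EDTA-quenched wells as full inhibition for full effect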
Lmaj promast = Leishmania major promastigote growth inhibition; Leishmania major promastigotes, resazurin fluorescence viability; AID 1063; inhibition, % at 10 µM; 9% of 200,000 active; in the data active means inhibition above about 50%;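 further: promastigotes grown with compound for 44 hours at 28 °C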
Efa HMGR inh = inhibitors of class II HMG-CoA reductase from Enterococcus faecalis; purified E. faecalis HMGR, NADPH absorbance 340 nm kinetic; inhibition, % at 10 µM; 0.41% of 190,000 active; AID 1066;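 active means inhibition above a set limit, the median over all tested compounds plus 3 SD, cut at about 9.5% in these data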;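 further: enzyme runs in reverse so mevalonate oxidation gives rising NADPH absorbance; 0% = complete reaction with DMSO and 100% = background rate lacking mevalonate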
RAM network inh = yeast RAM network inhibition; S. cerevisiae dse1pr::URA3 reporter, 5-FOA growth OD615, 2 d; analog-sensitive cbk1-as2 kinase mutant strain; 1.8% of 190,000 active; AID 868; inhibition, % at 50 µM;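 active means inhibition above a set limit, 3 SD over mean compound inhibition, cut at about 8.4% in these data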;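 further: 0% = DMSO-only wells with no growth and 100% = 10 µM 1-NA-PP1 full growth; inhibition rescues growth on 5-FOA so higher OD means more RAM inhibition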
PMI activator = increases human mannose-6-phosphate isomerase activity; 0.005% of 190,000 active; activation factor at 20 µM; purified human PMI, coupled resazurin fluorescence, 20 min; hits give high values; 1 = vehicle control, 0 substrate-free wells;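 active means activation factor of 2 or more at 20 µM, relative to plate controls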
Target sequence (P34949 whole entry, looked up): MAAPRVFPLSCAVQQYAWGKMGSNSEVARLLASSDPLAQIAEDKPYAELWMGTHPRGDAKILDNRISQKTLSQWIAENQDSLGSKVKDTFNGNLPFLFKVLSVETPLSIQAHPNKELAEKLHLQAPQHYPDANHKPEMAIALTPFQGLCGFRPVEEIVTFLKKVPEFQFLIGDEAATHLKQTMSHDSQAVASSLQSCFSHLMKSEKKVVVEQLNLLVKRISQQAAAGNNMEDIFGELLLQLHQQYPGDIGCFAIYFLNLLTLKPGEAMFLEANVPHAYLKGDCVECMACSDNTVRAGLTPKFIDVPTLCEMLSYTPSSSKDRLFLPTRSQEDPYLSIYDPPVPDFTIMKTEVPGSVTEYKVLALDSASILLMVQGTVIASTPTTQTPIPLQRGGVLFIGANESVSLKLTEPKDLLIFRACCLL
PMI act satM6P = increases human PMI activity with near-saturating mannose 6-phosphate | P34949 | coupled PMI enzyme assay, resazurin fluorescence, 20 min; hits give high values; 1 = untreated enzyme, 0 = substrate-free blank | activation factor at 20 µM | 0.34% of 190,000 active;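 active means activation factor of 2 or more at 20 µM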
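Test system: Human PMI in coupled enzyme assay | Input: 15 ng/mL PMI | Medium: HEPES-buffered pH 7.4 with magnesium and detergent | Compound: One concentration, 20 µM, in 1% DMSO | Incubation: Enzyme reaction with compound 20 min at room temperature | Detection: Diaphorase-driven resazurin-to-resorufin fluorescence, excitation 544, emission 590 nm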
S1P3 antagonist = antagonists of human S1P3 receptor; Q99500; CHO S1P3 NFAT-BLA reporter, FRET fluorescence, antagonist mode; 0.27% of 170,000 active; inhibition, % at 4.98 µM;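 active means inhibition above the plate cutoff, the mean inhibition of test wells on that plate plus 3 SD, cut at about 28% in these data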;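 further: cells challenged with S1P at its EC80 of 0.8 µM; blue over green emission ratio from cleaved BLA substrate after 4 h stimulation; 0% = S1P-stimulated wells and 100% = unstimulated DMSO-only wells; some compounds past the cut are filed as inactive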
Target sequence (Q99500 whole entry, looked up): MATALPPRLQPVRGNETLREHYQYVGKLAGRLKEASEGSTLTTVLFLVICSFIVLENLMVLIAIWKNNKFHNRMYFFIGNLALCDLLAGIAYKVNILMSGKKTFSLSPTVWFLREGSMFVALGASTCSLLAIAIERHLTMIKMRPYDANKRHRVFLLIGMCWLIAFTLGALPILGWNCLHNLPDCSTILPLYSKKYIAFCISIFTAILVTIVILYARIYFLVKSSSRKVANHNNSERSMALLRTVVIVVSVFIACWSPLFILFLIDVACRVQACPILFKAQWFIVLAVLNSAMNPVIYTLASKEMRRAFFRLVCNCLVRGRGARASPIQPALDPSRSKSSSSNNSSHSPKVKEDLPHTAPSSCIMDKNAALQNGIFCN
TNAP inh no acc = blocks human TNAP activity with no phosphate acceptor present | P05186 | purified TNAP, CDP-star luminescence, 30 min | inhibition, % at 20 µM | 0.26% of 200,000 active;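 active means tissue-nonspecific alkaline phosphatase inhibition above about 50% at 20 µM in the single-dose screen, limit read from the data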;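 further: 0% = DMSO negative control and 100% = EDTA positive control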
* = called active by the depositor; . = no result given.

SMILES	Hsp70 activator	Redox H2O2 prof	TNAP inh hi DEA	Lmaj promast	Efa HMGR inh	RAM network inh	PMI activator	PMI act satM6P	S1P3 antagonist	TNAP inh no acc
COc1ccc(/C=N\NC(=O)CCc2c(C)n[nH]c2C)c(OC)c1OC	-0.4	-0.2	-7	-4	-6	0.5	1.1	1.1	7	-10
O=c1cc(-c2ccc(Cl)cc2)[nH][nH]1	-0.3	2.0	-1	-6	2	1.7	0.7	0.7	-8	-8
COC(=O)/C(=N/Nc1ccccc1)N1CCCc2ccccc21	-0.3	3.5	3	9	-7	3.4	1.2	1.3	0	0
Cc1occc1-c1nnc(SCC(=O)Nc2nc3ccccc3s2)o1	-0.1	0.8	18	-2	-14	4.3	1.1	1	.	-1
O=C1CNC(=O)/C1=C/c1ccc(O)cc1	-0.6	4.0	19	-3	-1	0.1	0.9	1	.	26
C=CCNC(=O)c1ccccc1NC(=O)COc1ccccc1	-0.1	0.0	-2	-2	2	-0.9	0.9	1	10	-1
N=C(N)N=Nc1c(O)[nH]c2ccc(Br)cc12	-0.3	-0.6	4	-4	-1	1.6	1	0.8	-11	-56
CC(C)(Oc1ccc(Cl)cc1)C(=O)Nc1ncccn1	0.0	-0.5	-1	-4	-1	1.0	0.9	1	.	-4
CCCOc1ccc(C(=O)N/N=C/c2ccc(-c3ccc(S(=O)(=O)Nc4ncccn4)cc3)o2)cc1	0.3	1.1	7	-18	1	6.4	1.1	1.1	.	0
COc1ccc(N2C(=O)CSC23CCCCC3)cc1	0.3	4.3	-5	11	-3	0.6	1.2	1.2	13	-7
O=C(O)CCCCCNc1nc(=S)[nH]c2ccccc12	-0.2	2.7	-5	-3	0	1.2	1	1	5	-9
COc1cc(/C=N/n2cnnc2)ccc1OCC(=O)N1CCOCC1	-0.5	0.8	-2	-3	-3	1.7	1.1	1	2	-10
CC(=O)NC(Cc1ccccc1)C(=O)OCC(=O)c1ccc(F)cc1 (stereo unspecified)	0.1	-0.3	-1	-6	3	4.5	1	0.9	2	-15
CN(C)/C=C(/C(=O)c1ccc(Cl)c(Cl)c1)S(C)(=O)=O	-0.1	-0.8	-6	-2	3	0.6	1	1	-14	-9
Cc1cc2ncn(C(=O)N3CCC(C)CC3)c2cc1C	0.1	1.2	-3	1	0	0.4	1	1	.	-8
N#Cc1ccc(NC(=O)Cn2c3[n+](c4ccc(C(F)(F)F)cc42)CCCCC3)cc1	-0.1	-0.6	-2	5	-4	1.4	1	0.9	2	-5
CCS(=O)(=O)C(=C1Nc2ccccc2N1)S(=O)(=O)CC	-0.6	0.7	-7	3	-1	1.9	1	1	.	-15
COc1ccc(C(=O)NC(C)c2nnc(SCc3ccc(Cl)c(Cl)c3)n2C)cc1 (stereo unspecified)	-0.2	0.0	-1	10	-1	5.8	0.8	0.9	.	-7
COc1cc(/C=N/NC(=O)CCN2CCN(Cc3ccccc3)CC2)cc(OC)c1OC	-0.4	0.8	-1	52*	0	1.2	0.9	0.9	-46	-6
C=CCn1c(O)c(N=NC(=O)CNC(=O)c2ccco2)c2ccccc21	-0.3	0.1	-4	33	-3	0.4	0.9	0.9	-8	-4
Oc1ccc(N=Cc2ccc(-c3cccs3)s2)cc1	-0.2	-0.1	5	0	-3	1.9	0.7	0.4	-25	0
CC(=O)c1cc(-c2ccccc2)n(CC(=O)Nc2ccc(C)c(C)c2)c1C	0.0	-0.7	-12	-2	-6	1.1	1	0.9	-11	-16
COc1ccccc1Nc1nc(-c2sc(NC(=O)c3ccccc3)nc2C)cs1	-0.4	2.2	0	81*	-3	0.8	0.9	0.8	.	-2
CCO[C@H]1OC(C(=O)N2CCCCCCC2)=C[C@@H](c2coc3ccccc3c2=O)[C@@H]1CCCO	-0.1	0.5	-8	-6	-6	0.6	1	1	-9	-2
O=C(Nc1ccccc1)N1CCCCC1c1cccnc1 (stereo unspecified)	-0.5	0.6	-6	77*	-3	1.5	1	1	2	-14

New compounds follow
SMILES	Hsp70 activator	Redox H2O2 prof	TNAP inh hi DEA	Lmaj promast	Efa HMGR inh	RAM network inh	PMI activator	PMI act satM6P	S1P3 antagonist	TNAP inh no acc
CCCCn1c(N)c(-c2nc3ccccc3s2)c2c([N+](=O)[O-])nn(C)c(=O)c21	-0.1	0.7	1	-7	1	3.0	0.9	0.9	.	-2
O=[N+]([O-])c1cc(S(=O)(=O)N2CCOCC2)ccc1N1CCCC1	-0.2	-1.0	3	-3	-3	1.4	1.1	1	-5	3
CCn1c(SCC(=O)Nc2cc(C)c(Cl)cc2OC)nnc1-c1ccco1	-0.2	2.1	-4	5	4	0.9	0.8	0.9	-3	-6
O=C(COC(=O)c1ccc[nH]c1=O)Nc1cc(S(=O)(=O)N2CCCCC2)ccc1Cl	0.1	0.3	-3	1	-3	4.6	1	0.9	6	-11
Cc1oc(/N=C/c2c(O)ccc3ccccc23)c(C#N)c1C	.	.	6	.	.	.	0.8	0.5	-35	5
CCCCNC(=O)C1CCC(CNS(=O)(=O)c2ccc(NC(C)=O)cc2)CC1 (stereo unspecified)	-0.4	-0.1	-2	-1	0	1.8	1.1	0.6	-7	-10
C=CCn1c(-c2cccn(Cc3ccc(Cl)cc3)c2=O)n[nH]c1=S	0.0	-4.1	-4	-13	2	13*	0.9	1	.	9
COC(=O)c1ccc(OC)cc1OCC(=O)N1CCN(c2ccc(F)cc2)CC1	-0.1	-3.7	-4	4	3	0.4	0.9	0.9	.	-10
Cc1cccc(-n2nnc(C(=O)Nc3ccc(F)cc3)c2N)c1	0.2	3.0	0	1	-5	0.8	0.9	0.9	16	-4
C=CCc1cccc(/C=N/NC(=O)CCC(=O)Nc2ccc(F)cc2)c1O	-0.5	0.2	9	35	-3	2.1	1	1.1	-4	-3
Cc1ccc(NC2=C/C(=N/S(=O)(=O)c3cccs3)c3ccccc3C2=O)cc1	-0.2	-0.9	15	99*	-3	4.9	1	0.5	-5	3
Cc1ccc2c(COn3nnc4ccc(S(=O)(=O)N(C)C)cc43)cc(=O)oc2c1C	-0.5	-3.0	0	0	-1	2.3	0.9	1	-5	-8
CCC(C)(c1nnnn1-c1c(C)cccc1C)N(N=O)c1cccc(C(F)(F)F)c1 (stereo unspecified)	-0.3	0.3	-2	100*	-4	7.3	0.8	0.9	15	-4
COc1ccc(/C=N/NC(=O)c2ccoc2C)cc1OC	-0.4	-0.3	2	32	-6	0.8	1	1	2	-7
O=C(Nc1ccc(Cl)cc1C(=O)NCCN1CCOCC1)c1ccc(Cl)cc1Cl	-0.1	0.1	-5	4	-6	-0.1	1	1	.	-15
CCc1n[nH]c(=S)n1/N=C/c1c[nH]c2ccc(Br)cc12	0.6	-0.4	-2	12	3	3.0	1	1	6	-65
CNC(=S)NNC(=O)c1cn(C)nc1C	0.1	0.0	-1	-2	1	-0.4	1.4	1.5	-9	-17
Cc1csc2nc(CCNS(=O)(=O)c3cccs3)cn12	-0.4	0.2	-3	-5	0	1.6	1	1	-13	-8
COc1ccc(OC)c(CN2C(=O)c3ccccc3C2C(=O)NCc2cccnc2)c1 (stereo unspecified)	-0.2	-0.6	-3	-3	4	1.3	0.9	1	8	-8
COc1cc(/C=C(/C#N)c2nc3ccccc3[nH]2)ccc1OC(=O)c1ccco1	-0.3	2.0	24	16	3	3.6	0.9	0.8	.	1
COc1cc2c(cc1OC)C(=O)Cc1ccc3c(c1CN(C)CC2)OCO3	0.2	0.3	-6	-12	4	3.2	0.9	0.9	-19	-8
Cc1ccc(N)c2c1OCCC2=O	-0.2	-0.1	-6	-6	5	2.4	0.6	0.4	-2	-15
CCc1[nH]nc2c1C(C1C=CCCC1)C(C#N)=C(N)O2 (stereo unspecified)	-0.1	0.3	-5	97*	1	-0.1	0.9	0.9	-18	70*
CCOC(=O)C(=O)Nc1ccccc1C(=O)OC	-0.5	1.8	-4	-7	-8	1.8	0.9	1	-11	-1
O=C(Nc1cc(F)ccc1F)C1CCCO1 (stereo unspecified)	-0.4	0.0	0	0	-9	3.9	0.9	0.9	.	-3
CC(=O)Oc1c(Sc2ccccc2[N+](=O)[O-])c(C)nn1C(C)(C)C	-0.2	3.3	1	12	-2	1.9	1	0.8	-22	-5
Cc1ccc(S(=O)(=O)NCCC(=O)Nc2ccc3c(c2)OCO3)cc1	-0.4	0.8	-8	-8	2	0.1	1.2	0.9	23	-4
Cc1cccc(NC2=NC(C)(C)N=C(N)N2)c1	-0.2	-0.6	-5	-3	-4	1.0	1	1	-20	-9

Single records (already shown). Values in the order: Hsp70 activator	Redox H2O2 prof	TNAP inh hi DEA	Lmaj promast	Efa HMGR inh	RAM network inh	PMI activator	PMI act satM6P	S1P3 antagonist	TNAP inh no acc
Entry for `COc1ccc(/C=N/NC(=O)c2ccoc2C)cc1OC` : -0.4	-0.3	2	32	-6	0.8	1	1	2	-7
Entry for `Cc1ccc(NC2=C/C(=N/S(=O)(=O)c3cccs3)c3ccccc3C2=O)cc1` : -0.2	-0.9	15	99*	-3	4.9	1	0.5	-5	3
Entry for `CC(=O)Oc1c(Sc2ccccc2[N+](=O)[O-])c(C)nn1C(C)(C)C` : -0.2	3.3	1	12	-2	1.9	1	0.8	-22	-5
Entry for `COC(=O)c1ccc(OC)cc1OCC(=O)N1CCN(c2ccc(F)cc2)CC1` : -0.1	-3.7	-4	4	3	0.4	0.9	0.9	.	-10
Entry for `CCCCn1c(N)c(-c2nc3ccccc3s2)c2c([N+](=O)[O-])nn(C)c(=O)c21` : -0.1	0.7	1	-7	1	3.0	0.9	0.9	.	-2

2 entries from above, field by field:
> Cc1cccc(-n2nnc(C(=O)Nc3ccc(F)cc3)c2N)c1
  Hsp70 activator = 0.2
  Redox H2O2 prof = 3.0
  TNAP inh hi DEA = 0
  Lmaj promast = 1
  Efa HMGR inh = -5
  RAM network inh = 0.8
  PMI activator = 0.9
  PMI act satM6P = 0.9
  S1P3 antagonist = 16
  TNAP inh no acc = -4

> Cc1ccc2c(COn3nnc4ccc(S(=O)(=O)N(C)C)cc43)cc(=O)oc2c1C
  Hsp70 activator = -0.5
  Redox H2O2 prof = -3.0
  TNAP inh hi DEA = 0
  Lmaj promast = 0
  Efa HMGR inh = -1
  RAM network inh = 2.3
  PMI activator = 0.9
  PMI act satM6P = 1
  S1P3 antagonist = -5
  TNAP inh no acc = -8

TNAP inh no acc: hit marks shown above.
SMILES | Hsp70 activator | Redox H2O2 prof | TNAP inh hi DEA | Efa HMGR inh | RAM network inh | PMI activator | PMI act satM6P | S1P3 antagonist | TNAP inh no acc
CCc1[nH]nc2c1C(C1C=CCCC1)C(C#N)=C(N)O2 (stereo unspecified) | -0.1 | 0.3 | -5 | 1 | -0.1 | 0.9 | 0.9 | -18 | 70*

Screening data (PubChem BioAssay)
